# Apoferritin bind – qHTS Assay for Identification of Novel General Anesthetics | Ferritin light chain (Equus caballus), P02791 | apoferritin/1-aminoanthracene competitive binding, fluorescence | Potency, µM (highest dose often 77.5 µM), without a hit: at the top dose activity change, negative = displacement, most hits filed as inhibitors | 350,000 tested, 0.074% active | AID 485281, 2010; further: potency means the concentration at half of the fitted maximal effect; on the % scale 0 is the no-effect control and ±100 the full control effect; nearly all actives have a fitted effect of over 20% in size
# Target sequence (P02791 2-175 limits assumed): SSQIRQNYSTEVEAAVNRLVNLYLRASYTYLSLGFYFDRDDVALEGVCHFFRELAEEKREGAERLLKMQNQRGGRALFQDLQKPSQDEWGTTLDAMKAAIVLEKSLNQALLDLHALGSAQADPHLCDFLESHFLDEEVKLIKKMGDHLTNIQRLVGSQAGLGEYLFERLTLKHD
#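 In PBS, apoferritin at 10 uM is loaded with 1-AMA from a 50% saturated solution. After 10 min of compound exposure at ambient temperature, reduced 535 nm fluorescence indicates probe displacement.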
# BLM helicase inh – qHTS Assay for Inhibitors of Bloom's syndrome helicase (BLM); RecQ-like DNA helicase BLM (Homo sapiens), P54132; recombinant BLM DNA unwinding, fluorescence dequenching; Potency, µM (doses to about 56.1 µM), for the others: top-dose activity change, negative = inhibition, usual class: inhibitors; 350,000 tested, 0.2% active;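 further: potency means the concentration at half of the fitted maximal effect; plate controls were vehicle for no effect and no enzyme for full effect; nearly all actives have a fitted effect of over 35% in size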
# Pol iota inh – qHTS for Inhibitors of Polymerase Iota; DNA polymerase iota (Homo sapiens), Q9UNA4; Pol iota fluorescent replication assay, 10 min; Potency, µM (titrated, usually from 115 µM), without a hit: at the top dose activity, negative = inhibition, most hits filed as inhibitors; 390,000 tested, 1% active; further: potency means the concentration at half of the fitted maximal effect
# Target sequence (Q9UNA4 whole entry, looked up): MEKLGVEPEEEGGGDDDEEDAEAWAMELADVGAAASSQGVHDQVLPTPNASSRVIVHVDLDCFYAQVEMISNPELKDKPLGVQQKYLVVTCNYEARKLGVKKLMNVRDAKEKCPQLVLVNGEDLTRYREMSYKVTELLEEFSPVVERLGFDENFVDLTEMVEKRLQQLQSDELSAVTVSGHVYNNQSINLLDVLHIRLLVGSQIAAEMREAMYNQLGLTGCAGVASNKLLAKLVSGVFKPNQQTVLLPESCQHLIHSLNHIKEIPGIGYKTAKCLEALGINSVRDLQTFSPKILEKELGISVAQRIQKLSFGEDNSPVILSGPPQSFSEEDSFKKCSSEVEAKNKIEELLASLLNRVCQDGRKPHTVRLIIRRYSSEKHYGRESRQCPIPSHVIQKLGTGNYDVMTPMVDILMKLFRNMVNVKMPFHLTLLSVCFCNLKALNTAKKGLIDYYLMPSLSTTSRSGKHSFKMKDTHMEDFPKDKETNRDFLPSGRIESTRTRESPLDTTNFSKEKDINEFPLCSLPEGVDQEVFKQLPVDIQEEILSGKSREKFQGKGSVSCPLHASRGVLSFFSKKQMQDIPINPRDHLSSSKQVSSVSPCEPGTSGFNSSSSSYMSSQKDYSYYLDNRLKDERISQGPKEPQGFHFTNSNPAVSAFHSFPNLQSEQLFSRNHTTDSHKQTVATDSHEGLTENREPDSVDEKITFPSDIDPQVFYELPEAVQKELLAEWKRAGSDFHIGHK
#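 Pol iota at 10 nM preincubated 15 min with compounds at room temperature; reaction started with fluorescent substrate, 50 nM final. Fluorescence read kinetically at 0 and 10 min; buffer-only wells as negative control.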
# POLB inh – qHTS Assay for Inhibitors of DNA Polymerase Beta. P06746. Pol beta primer extension/strand displacement, fluorescence kinetic. Potency, µM (top dose mostly 114 µM), without a hit: at the highest dose activity change, negative = inhibition, hits mostly inhibitors. 340,000 tested, 1.3% active. AID 485314, 2010; further: potency means the concentration at half of the fitted maximal effect; on the % scale 0 is the no-effect control and ±100 the full control effect
#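 Curves were derived by four-parameter Hill fits of normalized qHTS data. The kinetic fluorescent primer-extension read was taken at 0 and 10 min after 50 nM substrate, following a 15 min room-temperature preincubation of 10 nM enzyme with compounds.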
# LDHA inh – qHTS assay for inhibitors of human lactate dehydrogenase; AID 1347041, 2019; 480,000 tested, 0.15% active; purified LDHA, NADH/diaphorase-resazurin fluorescence; stronger effect = lower value; activity change, % (values are at about 110 or 230 µM); in the data active means activity change below about -30%; inconclusive means mostly about -25% to -30%;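 further: plate controls were DMSO wells for no effect and wells without enzyme for full effect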
#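 Remaining NADH was detected by diaphorase (0.133 mg/mL) converting 37 µM resazurin to fluorescent resorufin, read at 0 and 20 minutes. The preceding 5-minute room-temperature reaction used 2 nM LDHA, 0.2 mM sodium pyruvate and 0.06 mM NADH at pH 7.4.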
# Pol kappa inh – qHTS for Inhibitors of Polymerase Kappa. DNA polymerase kappa (Homo sapiens), Q9UBT6. purified Pol kappa, fluorescent DNA synthesis assay, 10 min. Potency, µM (top dose mostly 107 µM), inactives show at the top dose activity, negative = inhibition, actives largely listed as inhibitors. 400,000 tested, 0.53% active; further: potency means the concentration at half of the fitted maximal effect; on the % scale 0 is the no-effect control and ±100 the full control effect
#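 50 nM final substrate added after 15 min RT preincubation of 10 nM Pol kappa with compound; fluorescence read at 0 and 10 min.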
# POLH inh – qHTS for Inhibitors of Polymerase Eta; Potency, µM (titrated, usually from 114 µM), inactives show at the highest dose activity change, negative = inhibition, hits mostly inhibitors; 390,000 tested, 1.2% active; recombinant Pol eta, fluorescent DNA replication assay; further: potency means the concentration at half of the fitted maximal effect; on the % scale 0 is the no-effect control and ±100 the full control effect
#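 Pol eta at 10 nM preincubated with compounds 15 min at room temperature; reaction started with fluorescent substrate (50 nM final) and read kinetically at 0 and 10 min.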
# GRP78 ERSR act – qHTS for Inducers of the Endoplasmic Reticulum Stress Response (ERSR) in Human Glioma: qHTS; Potency, µM, for the others: top-dose activation, usual class: activators; 420,000 tested, 0.02% active; AID 602332, 2012; U87-MG GRP78 promoter luciferase reporter, 16 h; further: potency means the concentration at half of the fitted maximal effect; series mostly up to about 76 µM; % of control where 0% means no effect; nearly all actives have a fitted effect of over 35% in size
#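 Stably transfected U87-MG glioma cells carrying a GRP78-based luciferase sensor; 16 h compound incubation. Luminescence end-point read 10 min after Bright-Glo addition at room temperature.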
# APE1 inh – qHTS Assay for Inhibitors of the Human Apurinic/apyrimidinic Endonuclease 1 (APE1); DNA repair nuclease/redox regulator APEX1 (Homo sapiens), P27695; recombinant APE1, TAMRA/BHQ-2 abasic DNA cleavage fluorescence; Potency, µM (series often up to 65.8 µM), for the others: at the highest dose activity change, negative = inhibition, actives largely listed as inhibitors; 350,000 tested, 0.35% active; AID 2517, 2012;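 further: potency means the concentration at half of the fitted maximal effect; plate controls were vehicle for no effect and reference inhibitor for full effect; nearly all actives have a fitted effect of over 55% in size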
#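 Endonuclease cleavage of a quenched abasic-site DNA duplex (50 nM) by APE1 (0.75 nM) was tracked by TAMRA dequenching. Compounds were preincubated with enzyme 15 min at room temperature; data normalized to buffer-only and DMSO wells plus NSC13755 control.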
# * marks the source's active call; other numbers are inactive results; ? = inconclusive; nt = not tested or not shown; & = joins results of further samples; [ ] = remark or other dose. Unless noted, the call rests on the fitted dose curve; in most records, active means well fitted curve in the direction sought with a large enough effect; inconclusive means small, poorly fitted or top-dose-only effect, or another doubt; inactive means no such curve, though single readings can be large; an effect the other way counts as inactive or inconclusive.
SMILES,Apoferritin bind,BLM helicase inh,Pol iota inh,POLB inh,LDHA inh,Pol kappa inh,POLH inh,GRP78 ERSR act,APE1 inh
COc1ccccc1N(Cc1ccccc1)S(=O)(=O)c1cccc(C(=O)Nc2cc(C)ccn2)c1,-5%,-9%,-2%,21%,-3,-18%,-4%,-15%,2%
Cc1cc(C)cc(NC(=O)c2cc(CN3CCCC3)on2)c1,-7%,0%,1%,-29%,-8,-4%,-7%,-2%,nt
C=CCNC(=S)N(Cc1ccccc1)Cc1ccc(F)cc1,-9%,-14%,10%,6%,-2,-4%,-6%,-6%,10%
CC1(C)CC(NC(=O)C(F)(F)F)CC(C)(C)N1OC(=O)c1ccco1,-2%,-3%,10%,-7%,-7,-15%,-6%,-1%,-2%
CC(Sc1nnc(-c2cccs2)n1-c1ccccc1)C(=O)NCc1ccc2c(c1)OCO2 (configuration not stated),-10%,-2%,3%,4%,-2,-12%,-7%,-4%,0%
O=C(NCCc1csc(-c2ccc(F)cc2)n1)c1cccs1,0%,0%,5%,?,1,-7%[60.1 µM],-15%,0%,nt
Cc1ccc(NC(=O)CSCC(=O)N2CCCc3ccccc32)cc1,nt,nt,37%[activator],nt,-2,-8%,-28%,-1%,-6%
CO[C@H]1C[C@@H]2CC[C@@H](C)[C@@](O)(O2)C(=O)C(=O)N2CCCC[C@H]2C(=O)O[C@H]([C@H](C)C[C@@H]2CC[C@@H](O)[C@H](OC)C2)CC(=O)[C@H](C)C=C(C)[C@@H](O)[C@@H](OC)C(=O)[C@H](C)C[C@H](C)C=CC=CC=C1C,?,-4%,nt,-11%,nt,nt,nt,nt,2%
CCn1c(CSc2ncn[nH]2)nc2cc(C(=O)O)ccc21,11%,-4%,16%,8%,0,4%,3%,-1%,-9%
Cc1ccc(CS(=O)Cc2ccc(C(=O)NCc3ccccc3)o2)cc1 (configuration not stated),4%,1%,20%,13%,-3,1%,-9%,2%,-19%
Cc1ccccc1-n1c(=O)n(Cc2ccccc2)c(=O)c2[nH]cnc21,-8%,-2%,-10%[58.9 µM],-15%,-10,-7%,-10%,1%,3%
CC(C)c1cc(C(=O)N2CCCC(CCC(=O)NCc3ccccc3F)C2)n(C)n1 (configuration not stated),-6%,-1%,115%[activator],-1%,-6,8%,-23%,6%,-5%
Oc1c(Br)cc(Br)cc1/C=N/c1nc2c(s1)CCCC2,nt,nt,?,nt,14,79µM*,?,-5%,nt
COc1ccc(NC(C)=O)cc1NC(C)C(=O)Nc1cccc2ccccc12 (configuration not stated),-12%,0%,12%,-18%,5,4%,-5%,0%,-1%
Cc1ccc(OCCn2c(=O)cnc3ccccc32)cc1,-7%,3%,16%,-6%,-9,-7%,-1%,-1%,4%
O=C(NNC(=O)c1ccc(=O)[nH]c1)c1ccc(NS(=O)(=O)c2cccs2)cc1,nt,nt,-11%,nt,-8,-4%,-1%,-4%,5%
O=C(Nc1cccc(O)c1)c1cc(-c2ccco2)on1,1%,1%,11%,-1%,-6,-7%,-7%,4%,1%
O=C(CSc1nnc(Cc2ccsc2)o1)c1ccccc1,-13%,-1%,?,-8%,-3,-16%,-10%,4%,3%
O=S(=O)(N1CCCCC1)n1c(Cc2ccccc2)nc2ccccc21,-9%,-12%,15%,0%,-1,-10%,-19%,6%,0%
CCOc1ccccc1N1CC(C(=O)Nc2ccc(C(=O)O)cc2)CC1=O (configuration not stated),24%,1%,-1%,-3%,-4,-21%,-12%,-2%,7%
Cn1c2c(c3cnc4cc(Cl)ccc4c31)CNCC2,nt,nt,16%,nt,1,-14%,nt,-2%,nt
CCCCC(=O)Nc1nnc(CCc2ccccc2)s1,-4%,-5%,2%,41%,-4,-10%,-1%,-1%,18%
Cc1ccc(CNC(=O)CSc2n[nH]c(-c3ccc(F)cc3)n2)cc1,9%,-1%,0%,30%[activator],-2,-7%[60.1 µM],-8%,-5%,nt
CCOC(=O)c1c(C)n(C)c2ccc(OC)c(NS(=O)(=O)CC)c12,-9%,-1%,36%,-2%,1,-2%,-13%,-4%,-2%
CC(=O)NNc1ccc(C(F)(F)F)cc1[N+](=O)[O-],-6%,-2%,-15%,0%,6,-4%,-12%,-2%,7%
COC(=O)c1c(C)cc(OC(=O)c2c(C)cc(O)c(C=O)c2O)c(C)c1O,-3%,-2%,nt,nt,nt,6%[60.1 µM],nt,-6%,0%
COc1ccccc1NC(=O)Cn1c(=O)n(Cc2ccccc2)c(=O)c2sc3ccccc3c21,-3%,3%,7%,-15%,1,-5%,-12%,-2%,nt
Cn1c(C(=O)NCCC2=CCCCC2)cc2c(=O)n3ccccc3nc21,64%[activator],2%,10%,28%,-7,-7%,1%,-1%,14%
NC(Cc1c[nH]c2ccccc12)C(=O)O (configuration not stated),nt,2%,nt,nt,0,-6%[60.1 µM],nt,-3%,-1%
O=C(Nc1cc([N+](=O)[O-])ccc1Cl)C(Sc1ccccc1)c1ccccc1 (configuration not stated),-3%,-8%,12%,-1%,-3,-6%,-7%,-3%,-2%

# Whole records as entered above. Order of screens: Apoferritin bind	BLM helicase inh	Pol iota inh	POLB inh	LDHA inh	Pol kappa inh	POLH inh	GRP78 ERSR act	APE1 inh
# Results for Cc1ccc(CNC(=O)CSc2n[nH]c(-c3ccc(F)cc3)n2)cc1 : 9%	-1%	0%	30%[activator]	-2	-7%[60.1 µM]	-8%	-5%	nt
# Results for NC(Cc1c[nH]c2ccccc12)C(=O)O (configuration not stated) : nt	2%	nt	nt	0	-6%[60.1 µM]	nt	-3%	-1%
# Results for CCOC(=O)c1c(C)n(C)c2ccc(OC)c(NS(=O)(=O)CC)c12 : -9%	-1%	36%	-2%	1	-2%	-13%	-4%	-2%
# Results for COc1ccccc1NC(=O)Cn1c(=O)n(Cc2ccccc2)c(=O)c2sc3ccccc3c21 : -3%	3%	7%	-15%	1	-5%	-12%	-2%	nt

# (list continues)
SMILES,Apoferritin bind,BLM helicase inh,Pol iota inh,POLB inh,LDHA inh,Pol kappa inh,POLH inh,GRP78 ERSR act,APE1 inh
COc1cccc(-c2noc(C3CCCN(C(=O)c4cccc(F)c4)C3)n2)c1 (configuration not stated),-15%,-13%,0%,40%,2,7%,-16%,5%,1%
Cn1c(=O)[nH]c(=O)c2[nH]c(N(Cc3ccccc3)Cc3ccccc3)nc21,-20%,-16%,-14%,7%,-1&11,-17%,-10%,-15%,-6%
C=C(C)CN(CC)Cc1c(C(=O)N(C)CCCC)nc2ccccn12,-15%,-4%,37%[activator],34%,-2,6%,-2%,-3%,2%
NC(=O)C1CCN(CC(=O)Nc2ccc(S(=O)(=O)N3CCOCC3)cc2)CC1,-1%,3%,38%[activator],10%,-5,3%,11%,-1%,19%[12.4 µM]
CCn1c(=O)cc(OCC(=O)N2CCN(c3ccccc3OC)CC2)c2ccccc21,-14%,-3%,-1%,25%,3,-5%,-7%,-2%,nt
CCOC1CC(C)(C)NC(=S)N1 (configuration not stated),-4%,1%,24%,14%,-4,-16%,-2%,2%,10%
OC1CCCN(CC(O)COC(c2ccc(F)cc2)c2ccc(F)cc2)C1 (configuration not stated),7%,0%,7%,42%,-12,-2%,-6%,-2%,-8%
O=[n+]1c2c(n([O-])c3cc(F)ccc31)CCCC2,-13%,-5%,50%,33%,10,3%,-8%,-2%,3%
O=[N+]([O-])c1ccc(Nc2nc(N/N=C\c3ccc4c(c3)OCO4)nc(N3CCCCC3)n2)cc1,-18%,-9%,16%,0%,-13,-6%,-18%,-5%,?
CN(CC1COCCO1)c1nc2nonc2nc1N1CCSCC1 (configuration not stated),-6%,-6%,25%,-7%,-5,-19%,0%,-4%,-1%
COc1ccc(CSc2cccc3cccnc23)cc1[N+](=O)[O-],-15%,-5%,4%,?,-5,-3%,-10%,2%,-4%
CC(=O)c1cccc(NC(=O)Cn2c(=O)oc3cc(S(=O)(=O)NC4CCCC4)ccc32)c1,-11%,-1%,38%[activator],-2%,-7,10%,-18%,-1%,nt
CCOC(=O)c1c(C)[nH]c(/C(C)=N/O)c1C,-6%,2%,-1%,-5%,0,1%,-7%,1%,1%
COCCNC(=O)[C@@H]1CCCN1S(=O)(=O)c1cccc2cccnc12,nt,nt,16%,nt,0,12%,-10%,-3%,-18%
CC[C@H](C)[C@H](NC(=O)[C@H](CCCNC(=N)N)NC(=O)[C@@H]1CCCN1C(=O)[C@H](Cc1ccccc1)NC(=O)[C@H](Cc1cnc[nH]1)NC(=O)[C@H](CCCNC(=N)N)NC(=O)[C@@H](NC(=O)[C@H](C)NC(=O)[C@H](CCC(=O)O)NC(=O)[C@H](CC(N)=O)NC(=O)[C@@H](N)CCCCN)C(C)C)C(=O)N[C@@H](Cc1c[nH]c2ccccc12)C(=O)N[C@@H](CC(C)C)C(=O)O,-5%,3%,nt,nt,nt,18%[60.1 µM],nt,-4%,4%
Cc1noc(C)c1S(=O)(=O)N1CCCC(C(=O)Nc2ccc(Cl)cn2)C1 (configuration not stated),-16%,-3%,31%[activator],24%,-4,2%,10%,-7%,?
CCN(CC)S(=O)(=O)c1ccc2[nH]c(=O)[nH]c2c1,-8%,-1%,-8%,13%,2,5%,-12%,-7%,-4%
CCOC(=O)CNC(=O)C(CC(N)=O)NC(=O)OC(C)(C)C (configuration not stated),-3%,-4%,10%,-4%,-1,22%,-6%,2%,-4%
O=C(c1ccncc1)N1CCC2(CC1)CN(c1ccccn1)C2,nt,0%,nt,nt,nt,2%[60.1 µM],nt,-5%,-1%
O=C(Nc1ccccc1N1CCN(C(=O)c2ccc(Cl)cc2)CC1)c1cccc([N+](=O)[O-])c1,-5%,-14%,26%,38%,0,-9%,-7%,13%,18%
COc1ncc2nc(-c3ccccc3)c(=O)n(Cc3cccs3)c2n1,nt,-5%,nt,nt,nt,-5%[60.1 µM],nt,-4%,14%

# Assay outcomes as filed in PubChem.

# A portion of the library (hit frequency here may not be typical).
